SIRT5 inh: inhibitors of human sirtuin-5 desuccinylase. Q9NXA8. Purified SirT5, succinyl-peptide AMC, trypsin-coupled fluorescence. inhibition, % at 15 µM. 330,000 compounds, 1.1% hits. AID 652115; in the data active means inhibition above about 15%
Target sequence (Q9NXA8 whole entry, looked up): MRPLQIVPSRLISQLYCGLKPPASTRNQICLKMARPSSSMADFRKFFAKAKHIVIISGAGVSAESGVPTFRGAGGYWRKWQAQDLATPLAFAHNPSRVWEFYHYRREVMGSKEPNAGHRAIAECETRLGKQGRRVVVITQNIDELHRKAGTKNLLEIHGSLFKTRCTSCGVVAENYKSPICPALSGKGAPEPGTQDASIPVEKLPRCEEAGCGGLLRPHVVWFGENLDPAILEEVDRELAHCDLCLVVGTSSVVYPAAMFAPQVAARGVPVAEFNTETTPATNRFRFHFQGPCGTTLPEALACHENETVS
LGR2 antag: Drosophila LGR2 receptor signaling inhibition | 380,000 compounds, 0.35% hits | inhibition, % at 9.99 µM | AID 720647 | HEK293 LGR2, CRE-luciferase, bursicon-stimulated, 4 h;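 active means drop in luminescence signal, shown as inhibition above about 50% in the replicate tests, limit read from the data, passing the limit was not always enough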;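 further: agonist challenge used bursicon conditioned medium at about half maximal strength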
Casp6 inh: blocks human caspase-6 cleavage activity | inhibition, % at 12.5 µM | 350,000 compounds, 0.53% hits | purified caspase-6, Z-VEID-R110 cleavage fluorescence | AID 686996 | P55212;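 active means mean inhibition across replicates at least about 35%, with every replicate also reaching that limit, limit read from the data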;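 further: 0% = median of neutral control wells and 100% = no fluorescence left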
Target sequence (P55212 24-179 limits assumed): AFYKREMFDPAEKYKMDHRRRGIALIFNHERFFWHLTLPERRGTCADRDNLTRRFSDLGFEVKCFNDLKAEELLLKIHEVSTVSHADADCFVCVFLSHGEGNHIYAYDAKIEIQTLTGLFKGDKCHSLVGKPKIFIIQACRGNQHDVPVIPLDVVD
Target sequence (P55212 194-293 limits assumed): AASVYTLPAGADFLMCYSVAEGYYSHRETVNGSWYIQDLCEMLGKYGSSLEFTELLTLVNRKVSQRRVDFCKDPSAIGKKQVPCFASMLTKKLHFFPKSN
FN deposit inh: fibronectin deposition inhibition. AH1F fibroblasts, Alexa488-fibronectin deposition fluorescence, overnight. inhibition, % at 12.6 µM. 350,000 compounds, 0.086% hits. AID 743247;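 active means mean inhibition across replicates of 30% or more, regardless of how many single replicates reach that level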;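 further: positive control wells lacked labelled fibronectin entirely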
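Material: AH1F fibroblast monolayer depositing Alexa488-labelled fibronectin into matrix | Input: 10000 AH1F cells/well | Medium: DMEM plus 2% serum, read in PBS | Reagent: Alexa488-fibronectin, 24 nM final in well | Compound dosing: One dose per compound, pinned | Schedule: 1 h adhesion, overnight exposure | Measured by: Fluorescence at 485 nm excitation, 525 nm emission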
C2C12 statin: protects C2C12 myotubes from simvastatin toxicity; ATP luminescence, 48 h; scaled: DMSO 0, geranylgeraniol control 100; rescue of ATP level, % at 7.49 µM; 330,000 compounds, 0.78% hits; AID 602340;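 active means mean ATP rescue above about 67%, or every replicate alone reaching that limit, limit read from the data, passing the limit was not always enough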;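 further: myotubes were challenged with 10 µM simvastatin during compound exposure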
esBAF inh: blocks esBAF chromatin remodeling in mouse ES cells; Bmi1-luciferase knock-in reporter, 24 h; 100% = twice the neutral-well signal; reporter increase, % at 12.5 µM; 350,000 compounds, 2% hits; AID 602393; in the data active means activation above about 40%;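 further: 0% = median of the plate's neutral control wells and 100% = double that signal; a rise in the Bmi1 reporter signal indicates esBAF inhibition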
S100A4 MyoIIA: inhibitors of human S100A4 binding to myosin IIA peptide | inhibition, % at 10.7 µM | S100A4/TAMRA-MyoIIA peptide fluorescence polarization | 360,000 compounds, 0.14% hits | AID 652163;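 active means mean inhibition of at least 70% across replicates, with every replicate also reaching that level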
Target sequence (P26447 whole entry, looked up): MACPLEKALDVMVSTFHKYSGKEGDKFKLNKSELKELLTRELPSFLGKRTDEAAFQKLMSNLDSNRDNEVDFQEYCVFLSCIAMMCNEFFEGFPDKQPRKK
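Test system: S100A4 monomer protein; Medium: HEPES pH 7.2 with CaCl2, KCl, NaCl, DTT, Triton; Probe or stimulus: TAMRA-labelled myosin IIA heavy-chain peptide probe, 5 nM; Doses: one dose per compound; Times: polarization read 5 min after assay mix addition, stable 5–60 min; Benchmarks: neutral control DMSO, positive control TFP.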
The depositor's hits bear a star; . = no result given; & = joins results of further samples; ! = not confirmed by another sample.

Each structure is followed by: SIRT5 inh, LGR2 antag, Casp6 inh, FN deposit inh, C2C12 statin, esBAF inh, S100A4 MyoIIA
C[C@H]1CN([C@@H](C)CO)C(=O)c2ccccc2-c2ccccc2CO[C@H]1CN(C)C(=O)Nc1ccccc1
  -3, -5, 1, 0, ., 8, -2
COC(=O)c1cn(NC(=O)c2ccc([N+](=O)[O-])c(C)c2)c(=O)c2ccccc12
  -7, ., -4, 2, ., ., 4
C[C@@H]1CN([C@@H](C)CO)C(=O)Cc2cc(NS(=O)(=O)c3ccc(Cl)cc3)ccc2O[C@@H]1CN(C)C(=O)Nc1ccc(F)cc1
  -1, 4, 1, 1, -18, -5, 19
CC(C)=Cc1oc2ccc([N+](=O)[O-])cc2c1N1CCOCC1
  0, -8, -4, 15, -4, -6, -4
CCC1CCCCN1CCCNC(=O)CN1C(=O)COc2ccccc21 (configuration not stated)
  -2, 0, -17, -7, 4, -5, 1
CO[C@H]1CN(C)C(=O)c2ccc(NS(C)(=O)=O)cc2OC[C@@H](C)N(C(=O)c2ccc3c(c2)OCO3)C[C@@H]1C
  ., 8, ., 9, -8, -7, .
CCCN(C)C[C@H]1OCCCC[C@@H](C)Oc2ccc(NC(=O)NC3CCCCC3)cc2C(=O)N([C@@H](C)CO)C[C@H]1C
  1, 8, -6, ., 19, 1, -3
CNC(=O)C[C@H]1CC[C@H]2[C@@H](COc3ccc(NC(=O)Nc4ccc(Cl)cc4)cc3C(=O)N2C)O1
  -5, -9, 0, 7, -12, -4, 2
CCCCn1c(=O)[nH]c(=O)c2c1nc(-c1ccc(-c3ccc(F)cc3)o1)n2C
  -4, 7, 2, 2, ., ., 1
C[C@H]1CN([C@@H](C)CO)C(=O)c2cc(NS(=O)(=O)c3ccc(Cl)cc3)ccc2O[C@@H]1CN(C)Cc1ccc2c(c1)OCO2
  6, -4, 1, -7, 15, -4, 0
COc1ccc(CCNC(=O)c2ccc3c(=O)n4c(nc3c2)CCC4)cc1OC
  -1, 14, -64, -1, -3, -1, 2
Cc1ccc(-c2cnc3c(c2)C(=O)N([C@H](C)CO)C[C@H](C)[C@@H](CN(C)Cc2ccccc2F)O3)cc1
  13*!, 3&12, 4&4&0, -21&0, 8&3&4, -8&9&8, 5&-52&-31
COc1ccc(C(N)c2csc(NC(=O)Nc3ccccc3C(C)(C)C)n2)cc1 (configuration not stated)
  ., 18, 3, -12, -45, -6, -5
COc1ccc(CN(C)C[C@@H]2Oc3c(NC(=O)Nc4c(C)noc4C)cccc3C(=O)N([C@@H](C)CO)C[C@@H]2C)cc1
  -1, -19, 0, ., 19, 3, -8
COC(=O)c1cnc(NNS(=O)(=O)c2ccc(Cl)cc2)nc1C(F)(F)F
  -5, -3, -2, 2, 13, -5, 4
Cc1ccc(-c2nnn(CC(=O)N(c3ccc(F)cc3)C(C(=O)NC3CCCC3)c3ccncc3)n2)o1 (configuration not stated)
  ., -8, -2, 4, -7, 2, 5
C[C@H](CO)N1C[C@H](C)[C@@H](CN(C)C(=O)[C@H](Cc2ccccc2)N(C)C)OCc2ccccc2-c2c(n(C)c3ccccc23)C1=O
  -3, -12, 1, 3, ., 7, -12
CSC1=NCCCN1C(=O)c1c(-c2ccccc2Cl)noc1C
  2, 1, -4, 8, -4, 0, 1
Cc1ccc(-c2ccc3c(c2)O[C@H](CN(C)Cc2cncnc2)[C@@H](C)CN([C@H](C)CO)S3(=O)=O)cc1
  1&0&4, 0&-12, 3&0&-2, 5, -17&-1&-14, 7&-1&-4, -5&-3&-13
CSc1nc(C)c2c(n1)N(c1ccc(O)cc1)CC2
  -1, 8, 10, 9, -4, -10, 3

Each structure is followed by: SIRT5 inh, LGR2 antag, Casp6 inh, FN deposit inh, C2C12 statin, esBAF inh, S100A4 MyoIIA
COc1cccc(S(=O)(=O)N2[C@@H]3CNC[C@H]2C3c2ccc(-c3cccc(C(=O)N(C)C)c3)cc2)c1 (some centres not stated)
  4&4, 1&-5, 0&0, 4&1, ., ., -11&-22
COc1cc(C(=O)NCC2CCCCC2)cc(OC)c1OC
  -1, -1, -4, 1, -5, -1, -2
Cc1cc(C(=O)N2CCC(CO)(Cc3cccc(C(F)(F)F)c3)CC2)n[nH]1
  5, 0, -1, -1, 7, -2, -7
C[C@@H]1CN([C@H](C)CO)C(=O)c2cc(NS(=O)(=O)c3ccccc3)ccc2O[C@@H](C)CCCCO[C@@H]1CN(C)S(=O)(=O)c1ccc(F)cc1
  1, 9, -1, ., 6, 1, -9
Cc1cccc(C)c1OCC(=O)NCC1CCCO1 (configuration not stated)
  -1, 13, 1, 4, 2, -5, 4
CCN(CC(=O)Nc1ccc(NC(C)=O)cc1)C(=O)c1cc(S(=O)(=O)N2CCCCCC2)ccc1OC
  1, 16, 20, 4, -18, -1, 0
CCNC1=C(Cl)C(=O)c2ccccc2C1=O
  ., ., ., 2, 10, 4, 8
O=C(C[C@@H]1C=C[C@H](NC(=O)Cc2ccccn2)[C@@H](CO)O1)NCCCN1CCOCC1
  2, -2, -4, 0, -3, -3, 53
CC(=O)OCC(=O)N1CCN(C(=O)C(=O)c2cccc(C(F)(F)F)c2)CC1
  ., -14, -4, -6, ., ., 2
CN(C)c1nc(OCCNC(=O)COc2ccc(Cl)cc2Cl)nc(N(C)C)n1
  ., ., ., -6, 9, 0, .
O=C1C=C(c2ccnc3cc(Cl)ccc23)C[C@@H](c2ccc3c(c2)OCO3)C1
  ., 14, -1, -4, 4, -7, 2
COc1ccc2c(c1)N1CCN=C1N2C
  ., -10, ., ., -16, 1, .
C[C@H](CO)N1C[C@H](C)[C@H](CN(C)C(=O)Nc2ccc(C(F)(F)F)cc2)Oc2ccc(NC(=O)Cn3cnnn3)cc2CC1=O
  -5, -9, 0, -6, 8, -1, 0
OC[C@H]1[C@H](c2ccc(Br)cc2)[C@H]2CN(Cc3cncnc3)CCCCN21
  -2, -19, 2, ., 8, -2, 8
CCOC(=O)c1c(NC(=O)COC(=O)c2ccccc2NC)sc(C(=O)N(C)C)c1C
  -4, 18, 7, 5, -52, 2, -2
O=C(C[C@@H]1C[C@@H]2c3cc(NS(=O)(=O)c4ccc(F)cc4)ccc3O[C@@H]2[C@@H](CO)O1)NCc1ccccc1
  ., 4, 0, 1, 0, 9, -23
CO[C@@H]1CN(C)C(=O)c2cc(NC(C)=O)ccc2OC[C@H](C)N(Cc2cccnc2)C[C@@H]1C
  ., 8, ., 8, -20, -3, .
COC(=O)c1[nH]c2c(c1C)C(=O)CC(c1ccc(OC)c(OC)c1)C2 (configuration not stated)
  -2, 29, 0, 5, 0, 1, 0
CC1=C(C(=O)OCc2ccccc2)C(c2ccc(-c3ccccc3)cc2)NC(=O)N1CCCC(=O)O (configuration not stated)
  ., -6, -1, 1, ., ., 2
CC1(C)C(=O)Nc2ccccc2N1C(=O)COC(=O)COc1ccc(C#N)cc1
  0, 4, 9, -2, ., ., -1

Each structure is followed by: SIRT5 inh, LGR2 antag, Casp6 inh, FN deposit inh, C2C12 statin, esBAF inh, S100A4 MyoIIA
COc1ccc(C(=O)Nc2ccc3nc(N4CCCCC4)cc(C)c3c2)c(OC)c1
  1, -10, 0, 1, ., ., 0
C[C@@H]1CN([C@@H](C)CO)C(=O)c2cc(-c3ccc(C#N)cc3)cnc2O[C@@H]1CN(C)Cc1cccnc1
  -3, 21, -1, -2, -11, 1, 0
CC(=O)c1ccc(OCC(=O)NCc2ccc(F)cc2)cc1
  -3, -1, 0, ., ., ., -5
COc1ccc(CCNC(=O)c2ccc(NC(=O)CC3SC(N4CCCCC4)=NC3=O)cc2)cc1OC (configuration not stated)
  -5, 10, 1, 6, -1, 6, -1
C[C@@H]1CN([C@@H](C)CO)C(=O)c2cc(-c3cncnc3)cnc2O[C@H]1CN(C)Cc1ccccc1
  2, -9, 0, 3, 25, -8, -10
CCCC#Cc1cnc2c(c1)C(=O)N([C@H](C)CO)C[C@@H](C)[C@@H](CN(C)Cc1ccncc1)O2
  3, 1, -7, -2, -3, -3, 4
O=C(NCCC1=CCCCC1)C1CCC(CNc2c(N3CCCCC3)c(=O)c2=O)CC1 (configuration not stated)
  -2, -5, 0, 1, ., ., -24
CNC[C@@H]1Oc2ccc(NS(=O)(=O)c3ccc(Cl)cc3)cc2CC(=O)N([C@@H](C)CO)C[C@@H]1C
  1, 3, 0, 1, -1, -16, -2
COc1ccccc1Nc1cc(C)nc2c(C)ccc([N+](=O)[O-])c12
  2, ., -2, 1, -10, -10, 2
C[C@@H]1CN([C@H](C)CO)C(=O)c2cc(C#Cc3ccccc3F)cnc2O[C@@H]1CN(C)S(C)(=O)=O
  -3, -8, -1, -11, -3, -1, 8
CCCNC(=O)c1cc(C2CCCCN2C(=O)c2cc(F)ccc2C)on1 (configuration not stated)
  -1, 2, 0, 9, 3, 1, 2
C[C@@H]1CN([C@H](C)CO)C(=O)c2cccc(NC(=O)NC3CCCCC3)c2O[C@@H]1CN(C)S(=O)(=O)c1cn(C)cn1
  -2, -2, 2, 6, 31, 3, -8
Cc1nc2nc(C)c(CCC(=O)N3CCN(c4ccccc4)CC3)c(C)n2n1
  ., ., ., -1, 1, 3, .
CCN(CC)c1nc(Nc2ccccc2)nc(Oc2ccc(=O)[nH]n2)n1
  ., -16, ., 12, -6, 2, .
C[C@@H]1CN([C@@H](C)CO)S(=O)(=O)c2ccc(C#CC3CC3)cc2O[C@@H]1CN(C)C(=O)c1ccccc1
  -1, -2, 3, -12, -2, -2, -3
Cc1ccc(SCC(=O)Nc2ccc(F)cc2[N+](=O)[O-])cc1C
  -3, 2, -1, 1, ., ., 0
CN(C)CCN(Cc1ccccc1)C(=O)[C@H](Cc1ccccc1)N1C(=O)c2ccccc2C1=O
  0, 3, 0, 2, 16, -5, -4
COc1ccccc1N1CCN(C(=O)CN(Cc2ccccc2)S(C)(=O)=O)CC1
  -4, -10, 2, ., -2, 3, -3
COC(=O)c1ccccc1NC(=O)c1sc(Cl)nc1C
  -3, -27, 1, 4, 10, -8, 1
Cc1ccc(S(=O)(=O)Nc2ccc3c(c2)CC(=O)N([C@H](C)CO)C[C@@H](C)[C@@H](CN(C)Cc2ccc(Oc4ccccc4)cc2)O3)cc1
  1, 1, -1, ., 62, 2, 3

Each structure is followed by: SIRT5 inh, LGR2 antag, Casp6 inh, FN deposit inh, C2C12 statin, esBAF inh, S100A4 MyoIIA
CCOc1ccc(C2N(c3ccc(OC)cc3)C(=O)C3CCCN32)cc1OC (configuration not stated)
  0, -2, -2, -3, 6, -4, 5
Cc1csc(NC(=O)CCn2c(=O)oc3ccc(Cl)cc32)n1
  1, -22, 9, 8, 25, 6, 12
O=C(COC(=O)Cc1ccc(Cl)cc1)Nc1ccc2[nH]c(=O)[nH]c2c1
  -9, -3, -3, 5, ., ., -2
CCC(=O)N(C)C[C@@H]1Oc2cc(-c3cccc(OC)c3)ccc2S(=O)(=O)N([C@H](C)CO)C[C@H]1C
  1, 13, 1, -5, -45, 4, 5
c1ccc(-c2cc3c(ccc4nonc43)nn2)cc1
  ., ., ., -10, -1, -5, .
CC(C)OC(=O)c1ccc(Cn2nnc3ccccc3c2=O)cc1
  ., ., ., 5, -15, 36, .
CC(OC(=O)C1=COCCO1)C(=O)NC1(C#N)CCCCC1 (configuration not stated)
  -4, -28, -2, ., 7, -5, 3
CCOC(=O)[C@]12CCCC=C1N(Cc1ccc(Cl)cc1Cl)C(=O)[C@H](CC(=O)NCc1ccccc1)C2
  -1, 37, -2, -7, ., ., 2
Cc1ccccc1C(=O)NNC(=O)/C=C/c1ccccc1
  -1, 0, -3, -11, -5, -3, 0
CCN(c1cccc(C)c1)S(=O)(=O)c1csc(C(N)=O)c1
  -1, 9, -3, 11, -6, -3, 5
CCOC(=O)C1=C(C)NC(C)=C(C(=O)OCC)C1C(=O)OCC(=O)NC(C)C
  ., 9, -2, 3, -14&9, -4&-6, 7
CC(=O)N1[C@H](CO)[C@@H](c2ccccc2)C12CN(Cc1nccs1)C2
  1, -14, -2, ., ., ., 0
Cc1cc(C(=O)Nc2nc3c(s2)CCCC3)no1
  ., ., ., -7, 2, -6, .

Screening results as filed in PubChem BioAssay.

Not all compounds are listed. The share of hits here may be higher or lower than overall.
